GLS inhibitor – qHTS for Inhibitors of Glutaminase (GLS) | GLS enzymatic activity, qHTS titration | Potency, µM (series often up to 45.5 µM), inactives show top-dose activity change, negative = inhibition, actives largely listed as inhibitors | 0.21% of 410,000 active; also: potency is read from the fitted curve at half-maximal effect; % is scaled to controls: 0 for no effect and ±100 for the full control effect
Target sequence (O94925 whole entry, looked up): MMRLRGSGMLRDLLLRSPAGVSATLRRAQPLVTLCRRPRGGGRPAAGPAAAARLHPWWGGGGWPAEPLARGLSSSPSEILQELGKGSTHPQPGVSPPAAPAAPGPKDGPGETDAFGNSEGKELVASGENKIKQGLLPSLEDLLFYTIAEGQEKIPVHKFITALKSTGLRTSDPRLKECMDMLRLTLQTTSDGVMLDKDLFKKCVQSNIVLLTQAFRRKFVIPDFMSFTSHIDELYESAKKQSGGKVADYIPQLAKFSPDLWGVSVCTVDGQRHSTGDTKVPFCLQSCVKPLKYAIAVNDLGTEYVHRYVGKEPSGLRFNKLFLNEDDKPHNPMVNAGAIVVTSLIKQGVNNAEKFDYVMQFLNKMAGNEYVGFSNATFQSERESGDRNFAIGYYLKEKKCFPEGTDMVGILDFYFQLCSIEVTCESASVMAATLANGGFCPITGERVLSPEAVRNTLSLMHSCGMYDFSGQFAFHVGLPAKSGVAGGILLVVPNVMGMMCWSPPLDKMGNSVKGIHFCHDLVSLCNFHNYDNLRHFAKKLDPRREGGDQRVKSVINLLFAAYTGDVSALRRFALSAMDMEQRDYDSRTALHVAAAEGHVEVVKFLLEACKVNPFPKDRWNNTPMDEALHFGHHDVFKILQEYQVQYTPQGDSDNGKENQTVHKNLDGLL
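Human kidney-isoform GLS in 45 mM KH2PO4 pH 8.2, 0.02% Tween-20, with compound, started with 1mM L-Glutamine (added stock). Glutamate oxidase/HRP/Amplex red coupled fluorescence read at start and after 30 min at RT.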
USP1 inh – Inhibitors of USP1/UAF1: Primary Screen | Ubiquitin carboxyl-terminal hydrolase 1 (Homo sapiens), O94782 | recombinant USP1/UAF1, Ub-Rhodamine cleavage fluorescence | Potency, µM (series often up to 57.1 µM), for inactives: at the top dose activity change, negative = inhibition, hits mostly inhibitors | 0.23% of 390,000 active | AID 743255, 2014; also: potency is read from the fitted curve at half-maximal effect; % is scaled to controls: 0 for no effect and ±100 for the full control effect; nearly all actives have a fitted effect of over 60% in size; inactives centre near -12
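1 nM enzyme complex + cpd, 15 min RT; start with Ub-Rho 150nM final; kinetic fluorescence ex 480/em 540, 6 reads q60 s. Buffer 50mM HEPES pH 7.8, 0.5mM EDTA, 0.1 mg/ml BSA, 1mM TCEP, 0.01% Tween-20.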
HP1b binding inh – HTS for Inhibitors of HP1-beta Chromodomain Interactions with Methylated Histone Tails. AlphaScreen HP1-beta / biotin-H3K9me3 peptide binding. Potency, µM (top dose mostly 114 µM), for the others: top-dose activity change, negative = inhibition, most hits filed as inhibitors. 0.56% of 390,000 active. AID 540317, 2011; also: potency is read from the fitted curve at half-maximal effect; nearly all actives have a fitted effect of over 70% in size; inactives centre near 23
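Compound inhibition of the preformed complex between 50 nM HP1-beta and 50 nM biotinylated H3K9me3 peptide was read by AlphaScreen. Buffer was PBS pH 7.4 with 0.01% Tween-20. Incubations ran 30 min at room temperature, with 10 ug/mL donor/acceptor beads.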
PGK inhibitor – qHTS Assay to Find Inhibitors of Phosphoglycerate Kinase; AID 602233, 2012; Potency, µM (highest dose often 57.5 µM), for inactives: top-dose activity change, negative = inhibition, actives largely listed as inhibitors; PGK/GAPDH coupled, Kinase-Glo luminescence, 60 min; 0.043% of 380,000 active; Phosphoglycerate kinase, glycosomal (Trypanosoma brucei brucei), P07378; also: potency is read from the fitted curve at half-maximal effect; % is scaled to controls: 0 for no effect and ±100 for the full control effect; nearly all actives have a fitted effect of over 60% in size
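Recombinant glycosomal PGK reaction used 1,3-bisphosphoglycerate generated in-well by GAPDH (100nM final) in 100mM TEA pH 7.6, 5mM MgCl2, 0.01% Tween-20. After 60 minutes at room temperature, ATP was read by Kinase-Glo Plus luminescence end-point.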
PI4K2A block – qHTS for small molecular inhibitors of PI4K2A; purified PI4K2A, ADP-Glo luminescence, 1 h; hits give low values; activity change, negative = inhibition, % at 76.9 µM; 0.13% of 420,000 active; in the data active = activity change below about -50%; inconclusive = mostly about -30% to -49%;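 also: -100% = wells without enzyme as full effect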
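In this quantitative HTS, ADP production by PI4K2A was quantified luminescently after 1 h at ambient temperature; 100 microM adenosine served as plate-quality control.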
mIDH1 inhibitor – qHTS for Inhibitors of mutant isocitrate dehydrogenase 1 (IDH1): qHTS; Potency, µM (top dose mostly 76.6 µM), for the others: at the highest dose activity change, negative = inhibition, actives largely listed as inhibitors; IDH1-R132H enzyme, NADPH consumption, diaphorase/resazurin fluorescence; 0.093% of 390,000 active; AID 602179, 2012; also: potency is read from the fitted curve at half-maximal effect; % is scaled to controls: 0 for no effect and ±100 for the full control effect; nearly all actives have a fitted effect of over 65% in size
Target sequence (O75874 whole entry R132H, stated change not applied): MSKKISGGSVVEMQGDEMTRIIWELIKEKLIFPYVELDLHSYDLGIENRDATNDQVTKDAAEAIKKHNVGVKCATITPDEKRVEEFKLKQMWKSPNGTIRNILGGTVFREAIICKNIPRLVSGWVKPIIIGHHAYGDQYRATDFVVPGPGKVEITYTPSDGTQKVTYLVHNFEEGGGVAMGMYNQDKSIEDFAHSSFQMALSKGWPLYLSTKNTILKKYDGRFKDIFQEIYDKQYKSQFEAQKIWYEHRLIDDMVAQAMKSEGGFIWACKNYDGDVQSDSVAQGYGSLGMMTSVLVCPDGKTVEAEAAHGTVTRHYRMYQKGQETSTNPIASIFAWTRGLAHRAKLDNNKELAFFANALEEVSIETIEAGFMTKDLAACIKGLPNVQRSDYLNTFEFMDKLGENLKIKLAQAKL
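IDH1-R132H (0.5 ug/mL dispensed) in pH 7.5 Tris buffer was preincubated 30 min with compound, then given a substrate mix of 0.016 mM NADPH and 2 mM alpha-KG for 80 min at room temperature; remaining NADPH was read by diaphorase/resazurin fluorescence.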
TrxR1 substrate – qHTS Assay for Substrates of Mammalian Selenoprotein Thioredoxin Reductase 1 (TrxR1): qHTS | Thioredoxin reductase 1, cytoplasmic (Rattus norvegicus), O89049 | purified TrxR1 substrate turnover, NADPH consumption readout | Potency, µM (titrated, usually from 114 µM), for the others: at the highest dose activity change, negative = substrate turnover | 0.01% of 390,000 active; also: potency is read from the fitted curve at half-maximal effect; % is scaled to controls: 0 for no effect and ±100 for the full control effect; nearly all actives have a fitted effect of over 50% in size
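Rat TrxR1, dispensed at 90 nM, was prereduced with 400 uM NADPH (final) for 5 min at ~22 deg C, then incubated with compound 15 min before 400 uM selenite. A first-read NADPH fluorescence drop versus no-compound background flagged substrates.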
TrxR1 inh – qHTS Assay for Inhibitors of Mammalian Selenoprotein Thioredoxin Reductase 1 (TrxR1): qHTS | 1% of 390,000 active | Thioredoxin reductase 1, cytoplasmic (Rattus norvegicus), O89049 | Potency, µM (series often up to 114 µM), inactives show at the highest dose activity change, negative = inhibition, hits mostly inhibitors | AID 588453, 2011 | recombinant rTrxR1, NADPH fluorescence consumption, selenite substrate; also: potency is read from the fitted curve at half-maximal effect; % is scaled to controls: 0 for no effect and ±100 for the full control effect; nearly all actives have a fitted effect of over 65% in size
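Rat TrxR1 (90 nM in the dispensed reagent) was pre-reduced with 400 uM NADPH for 5 min at room temperature, then incubated with compound for 15 min. After 400 uM selenite was added, NADPH fluorescence (Ex 340/Em 450 nm) was followed for 8 min.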
Pin1 inh – qHTS Assay to Find Inhibitors of Pin1; Peptidyl-prolyl cis-trans isomerase NIMA-interacting 1 (Homo sapiens), Q13526; Pin1 FP peptide displacement, HiFluor488, 10 min; Potency, µM (doses to about 115 µM), for inactives: top-dose activity, negative = inhibition, hits mostly inhibitors; 0.009% of 390,000 active; active = well fitted inhibition curve with a large enough effect in the polarisation, with a control signal flat, not every such curve was filed as active; inconclusive = small, poorly fitted or top-dose-only effect, or effect the other way, or a change in a side signal; inactive = no such curve, though single readings can be large or run the other way; the % refers to the polarisation; also: potency is read from the fitted curve at half-maximal effect; % is scaled to controls: 0 for no effect and ±100 for the full control effect
Numbers without * were called inactive; i = inactive; ? = inconclusive; · = no result given; [ ] = another dose, or the depositor's remark. Unless noted, calls follow the shape of the dose curve; as a rule, active = well fitted curve in the direction sought with a large enough effect; inconclusive = small, poorly fitted or top-dose-only effect, or another doubt; inactive = no such curve, though single readings can be large; an effect the other way counts as inactive or inconclusive.

Second line of a record: GLS inhibitor	USP1 inh	HP1b binding inh	PGK inhibitor	PI4K2A block	mIDH1 inhibitor	TrxR1 substrate	TrxR1 inh	Pin1 inh
- Cc1ccc(CNC(=O)c2ccc(N3CCC4(CC3)CC(c3ccccc3)=NO4)c(NC(=O)c3ccc(Cl)c([N+](=O)[O-])c3)c2)cc1
→ -2%	-24%	30%	-11%	-3	-3%	-1%[57.1 µM]	-2%[57.1 µM]	0%
- CCn1c(=O)c(C(=O)Nc2ccccn2)c(O)c2ccccc21
→ 0%	-22%	-7%	1%	3	0%	2%[57.1 µM]	4%[57.1 µM]	2%
- Cc1c(C(=O)c2ccc(F)cc2F)c2ccccn2c1CCC#N
→ -18%	-23%	22%[57 µM]	i	-4	11%	-6%	-10%	-1%
- COc1cccc(-n2c(SCC(=O)NC3CCCC3)nnc2-c2ccco2)c1
→ -6%	-12%	55%[activator]	2%	2	-1%	1%	-11%	-6%
- N#Cc1ccccc1OCC(=O)OCC(=O)N1CCCC1
→ -15%	2%	7%	i	2	-11%	-6%	1%	-2%
- COCCNc1nc(C)c(C(C)=O)s1
→ -4%	-17%	45%[activator]	-1%	-4	2%	-19%	35%[activator][57.1 µM]	-1%
- Cn1nc2c(c1C(=O)O)CCCC2
→ -12%	3%	13%	-12%	0	-1%	2%	11%	?
- CC(=O)Nc1ccc(NC(=O)COc2ccc(-c3ccc(C#N)cc3)cc2)cc1
→ -3%	-13%	42%	-1%	-13	2%	18%	23%	1%
- COc1cc2c(cc1OC)C(C)N(C(=O)CCc1c[nH]c3ccccc13)CC2 (stereo unspecified)
→ 2%	?	14%	-8%	-2	3%	-2%	4%	0%
- CO/N=C/CC(=O)c1ccc(OC)cc1
→ -10%	-9%	36%	i	-6	-1%	-4%[57.1 µM]	-13%[57.1 µM]	0%
- CCOC(=O)c1c(N)sn(-c2ccccc2)c1=S
→ 1%	-19%	-8%	-6%	0	1%	-10%	-5%	-5%
- CN(c1cccc(NC(=O)c2ccccc2N(C)S(C)(=O)=O)c1)S(C)(=O)=O
→ 10%	-15%	23%	-9%	0	6%	8%[57.1 µM]	23%[57.1 µM]	2%
- Cc1ccc(/C=C(\NC(=O)c2ccccc2)C(=O)N2CCCC2C(=O)O)cc1 (stereo unspecified)
→ -1%	3%	15%	i	-10	-7%	1%	7%	-3%
- NC(=O)[C@@H]1CCCN1Cc1c(C(=O)N2CCc3ccccc3C2)nc2ccc(Cl)cn12
→ -4%	-19%	21%	-8%	-2	1%	0%	?	?
- CCOc1cnc(-c2c(-c3c(F)cccc3Cl)noc2C)o1
→ 2%	-8%	-20%	-1%	-1	-4%	-6%	1%	0%
- Cc1ccc2c(c1)N(C(C)C(=O)NCc1cccs1)C(=O)CO2 (stereo unspecified)
→ -2%	-18%	16%[57 µM]	i	2	-3%	-2%	1%	2%
- CCOC(=O)Nc1ccc2c(C)cc(=O)oc2c1
→ 6%	0%	27%	0%	1	-1%	389%[activator]	?	-4%
- CN(C)CCCn1c(=O)n(C2CCCCC2)c(=O)c2c3c(sc21)CCCCC3
→ 6%	3%	-8%	11%	-4	-3%	-7%	-5%	4%
- Cc1ccc(CNC(=O)c2sc3nc(C)cc(C)c3c2-n2cccc2)cc1
→ -1%	-8%	16%	-4%	0	-11%	11%	36%	9%
- CCc1nc2c(C#N)c(-c3ccc(Cl)cc3)ccn2n1
→ -6%	-12%	52%	-3%	5	7%	1%	-5%	-1%
- COC(=O)C1C/C(=N\NS(=O)(=O)c2ccc(C)cc2)c2ccccc2C1 (stereo unspecified)
→ 17%	-22%	22%	-8%	-5	1%	2%	13%	18%
- CCCCn1c(-c2cccs2)nc2nc3ccccc3nc21
→ -1%	-12%	86%[activator]	2%	0	15%	545%[activator]	202%[activator]	-3%
- CCCC(=O)Nc1ccc(N2CCN(C(=O)c3cccs3)CC2)cc1
→ 45%[activator]	-15%	38%[activator]	-14%	1	0%	11%[57.1 µM]	14%[57.1 µM]	-1%
- CCOc1ccc(NS(=O)(=O)c2ccc(C(=O)NCC3(N4CCCCC4)CCCCC3)cc2)cc1
→ 24%	-16%	22%	-1%	-5	5%	2%	6%	-1%
- CN(C)c1ccc(CNC(=O)c2ccccc2NC(=O)c2nsc3ccccc23)cc1
→ 2%	-3%	4%[57 µM]	-5%	-1	0%	13%[57.1 µM]	35%[57.1 µM]	-1%
- O=C(NCC1CCCO1)c1cc(NS(=O)(=O)c2cccs2)cc(NS(=O)(=O)c2cccs2)c1 (stereo unspecified)
→ 2%	-11%	36%	0%	5	-6%	-1%	19%	0%
- COC(=O)c1c2c(nc3ccccc13)CCC2
→ 0%	-13%	39%	i	2	14%	15%[57.1 µM]	-6%[57.1 µM]	8%
- Cn1ncc(Br)c1C(=O)N1CCCC1
→ 19%	?	23%	8%	-1	2%	6%	5%[57.1 µM]	-3%
- OCCSc1nc(N2CCOCC2)nc(N2CCOCC2)n1
→ 7%	-11%	23%	-11%	5	8%	-3%[57.1 µM]	17%[57.1 µM]	-8%
- COC(=O)c1nnn(-c2cccc(C)c2)c1N
→ -6%	?	35%	4%	8	-6%	4%	14%	0%
- O=C(NN1CCOCC1)c1ccco1
→ -1%	-20%	76%[activator]	i	-1	3%	7%	22%	-2%
- Clc1ccc(-c2nnc(SCc3nc4ccccc4s3)o2)cc1
→ -1%	-19%	44%[activator]	4%	-1	5%	-1%	11%	45%[activator]
- COc1cc(C(=O)NCCNC(=O)c2ccc(C)nc2)cc(OC)c1OC
→ 12%	-8%	3%	2%	3	-2%	3%	10%	0%
- O=C(NCc1ccco1)/C(=C/c1cccc([N+](=O)[O-])c1)NC(=O)c1ccco1
→ -15%	-21%	15%	-1%	-5	4%	9%[0.0914 µM]	18%[57.1 µM]	-14%
- CCCCOC(=O)C1=C(C)NC(=O)NC1c1ccc(OC)cc1 (stereo unspecified)
→ -9%	-20%	17%	i	-1	6%	0%	17%	-7%
- Cc1nnc(N/N=C/c2ccc(-c3ccc(Br)cc3)o2)n1N
→ -19%	-26%	-14%	-13%	-15	25%	-7%	16%[57.1 µM]	6%
- O=C(Nc1ccc2c(c1)Cc1ccccc1-2)c1cc2ccccc2o1
→ -19%	-9%	18%	-7%	-4	-2%	11%	12%	4%
- CCOC(=O)CNC(=O)C(=O)c1c(O)[nH]c2ccccc12
→ 19%	-9%	6%	-5%	13	-9%	-13%	-9%	?
- CCC(Oc1ccccc1)C(=O)NCc1ccc(S(N)(=O)=O)cc1 (stereo unspecified)
→ 2%	-14%	43%[activator]	i	-2	5%	-3%	-4%	0%
- Cc1[nH]c2ccccc2c1C(=O)C(=O)NCCc1ccc(S(N)(=O)=O)cc1
→ 0%	-3%	26%	1%	-6	1%	-6%	0%	-4%
- Fc1ccc(OCc2nn[nH]n2)c(F)c1
→ -4%	-18%	30%	0%	-2	0%	7%	40%[activator]	-1%
- COc1cc(-c2cccs2)cc(=O)c2c(C)oc(C)c12
→ 2%	?	-14%	-7%	0	3%	6%	-20%	15%
- COc1ccc(-c2noc(CCCC(=O)NC3CCCC3)n2)cc1OC
→ 0%	-3%	67%[activator]	-1%	-3	-14%	11%[57.1 µM]	31%[57.1 µM]	3%
- Cc1ccc(S(=O)(=O)CCC(=O)O)cc1C
→ 0%	2%	23%	7%	5	1%	-2%	-12%	0%
- Cc1ccc(C(=O)NCCCNC(=O)c2cccnc2)cc1
→ -11%	-17%	15%	-3%	6	-1%	10%	20%	-6%
- CC1(C)C(=O)Nc2ccccc2N1C(=O)COC(=O)CCSc1ccccc1
→ 1%	-11%	5%	-6%	-2	14%	-3%	21%	2%
- C=CCn1c(O)c(C2=c3ccccc3=NC2=O)c2ccccc21
→ -8%	-21%	?	i	-5	1%	7%	-35%	-1%
- Cc1csc(CN(C)C(=O)CC2C(=O)NCCN2Cc2ccccc2C)n1 (stereo unspecified)
→ -2%	-11%	·	-3%	-2	13%	·	·	·
- COc1ccc2nc(NC(=O)c3cc(C)oc3C)sc2c1
→ 6%	-11%	45%[activator]	?	-10	6%	5%	-26%	11%
- COc1cc(OC)c(OC)cc1/C=C1/Cc2ccccc2C1=O
→ 0%	11%	82%[activator]	·	-1	0%	-1%	1%	?
- CCOc1ccc(NC(=O)CCC(=O)c2ccc(Br)cc2)cc1
→ 0%	-2%	0%	8%	4	2%	1%[57.1 µM]	-7%[57.1 µM]	1%

Only part of the results is shown. The share of hits here may be higher or lower than overall.
